# Assay outcomes from PubChem.
# CIT2-GFP yeast: modulators of CIT2-GFP expression in yeast, primary screen, S. cerevisiae, GFP fusion, multiplex flow cytometry, MLPCN library; S. cerevisiae CIT2-GFP strain, 3 h; 100 means same as DMSO wells; GFP response vs DMSO, % at 10 µM; 320,000 tested, 0.065% active; AID 2029, 2009;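 active means GFP response relative to DMSO above a set limit, near the screen mean plus 3 SD, cut at about 150% in these data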;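 further: ratio of well median GFP fluorescence to mean of DMSO wells on the plate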
# Yeast superoxide: reduction of superoxide in aged yeast, primary screen, HTS | S. cerevisiae aged cells, superoxide DHE fluorescence; active compounds read low | superoxide response (% of plate mean), % at 10 µM | 330,000 tested, 0.18% active | AID 2690, 2010;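 active means superoxide response under a set limit, about three screen SD below normal, cut at about 65% in these data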;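 further: yeast aged for seven days with compound at 30 °C before DHE staining; 100% = average MFI of all compound-treated wells on the plate with controls excluded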
# MEP2 TOR yeast: modulators of MEP2-GFP levels in yeast, primary screen, S. cerevisiae, multiplex flow cytometry, MLPCN library; GFP response vs DMSO, % at 10 µM; AID 2016, 2009; S. cerevisiae MEP2-GFP strain, 3 h; 100% = DMSO control level; 330,000 tested, 0.51% active;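 active means GFP response versus DMSO above a set limit, roughly screen mean plus 3 SD, cut at about 180% in these data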;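 further: median GFP fluorescence of the barcode-gated MEP2-GFP cells per well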
# AGP1-GFP MLPCN: modulators of AGP1-GFP expression in yeast TOR pathway, primary screen, cell-based, multiplex flow cytometry, S. cerevisiae, MLPCN library; GFP response vs DMSO, % at 10 µM; 3 h; GFP as percent of DMSO wells; 320,000 tested, 0.02% active; AID 2066, 2009;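 active means GFP response relative to DMSO above a set limit, near screen average plus 3 SD, cut at about 150% in these data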;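 further: median GFP channel fluorescence of the gated AGP1 strain per well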
# RPL19A TOR yeast: RPL19A-GFP expression modulators in yeast, primary screen, cell-based, S. cerevisiae, multiplex flow cytometry, MLPCN | 330,000 tested, 0.3% active | S. cerevisiae RPL19A-GFP strain, 3 h; active compounds read low | percent response vs DMSO, % at 10 µM;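 active means percent response vs DMSO below 50%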;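 further: median channel GFP fluorescence of the barcoded RPL19A-GFP strain; ratio of sample median GFP to plate DMSO average so 100% = DMSO; lower means less RPL19A-GFP as with rapamycin TOR inhibition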
# LAP4 TOR yeast: modulators of LAP4-GFP expression in yeast, primary screen, S. cerevisiae, multiplex flow cytometry, MLPCN library; 320,000 tested, 0.34% active; 3 h; median GFP as percent of DMSO wells; GFP response vs DMSO, % at 10 µM;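 active means GFP response vs DMSO above a set limit, about the screen mean plus 3 SD, cut at about 150% in these data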
# GRK2 inh: compounds blocking aptamer binding on GRK2 – biochemical, human GRK2, bead flow cytometry, HTS, primary screen | 330,000 tested, 0.59% active | inhibition of aptamer binding, % at 10 µM | AID 488847, 2010 | FAM-aptamer displacement from GRK2 | Beta-adrenergic receptor kinase 1 (Homo sapiens), P25098;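 active means inhibition of aptamer binding above 40%, roughly 3 SD of noise, on plates passing a quality check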;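 further: median bead fluorescence of bound FAM aptamer so fluorescent compounds give negative values; no value below 0 was filed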
# Target sequence (P25098 whole entry, looked up): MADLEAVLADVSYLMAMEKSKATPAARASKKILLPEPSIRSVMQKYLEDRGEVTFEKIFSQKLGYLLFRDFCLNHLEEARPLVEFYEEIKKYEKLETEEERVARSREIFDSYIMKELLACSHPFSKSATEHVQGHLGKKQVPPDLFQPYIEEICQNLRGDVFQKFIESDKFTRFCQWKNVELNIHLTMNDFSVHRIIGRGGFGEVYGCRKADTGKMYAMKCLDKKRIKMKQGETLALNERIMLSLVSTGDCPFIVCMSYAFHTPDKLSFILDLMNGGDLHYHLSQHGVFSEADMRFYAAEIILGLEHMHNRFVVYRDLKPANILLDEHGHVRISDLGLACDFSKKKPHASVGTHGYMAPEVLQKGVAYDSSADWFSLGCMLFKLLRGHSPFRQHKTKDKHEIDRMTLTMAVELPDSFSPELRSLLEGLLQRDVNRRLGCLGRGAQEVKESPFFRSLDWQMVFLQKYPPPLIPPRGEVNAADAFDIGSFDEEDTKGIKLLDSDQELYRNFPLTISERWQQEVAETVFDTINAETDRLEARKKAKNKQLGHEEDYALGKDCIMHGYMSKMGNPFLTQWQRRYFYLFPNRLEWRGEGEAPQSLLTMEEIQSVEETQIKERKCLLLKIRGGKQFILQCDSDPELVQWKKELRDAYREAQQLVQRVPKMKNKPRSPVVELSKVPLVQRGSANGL
# VLA-4 inh: inhibition in human VLA-4 binding assay, primary screen, VLA-4 allosteric modulator project, MLPCN library, flow cytometry, VLA-4 expressing cells; 330,000 tested, 0.2% active; inhibition, % (about 7 µM as worked out from the volumes in the protocol); AID 2557, 2010; Integrin alpha-4 (Homo sapiens), P13612; ligand binding flow cytometry; in the data active means inhibition above about 50%
# The depositor's hits bear a star; i = inactive; / = not tested or not shown; [ ] = dose if it differs, or a comment.
SMILES,CIT2-GFP yeast,Yeast superoxide,MEP2 TOR yeast,AGP1-GFP MLPCN,RPL19A TOR yeast,LAP4 TOR yeast,GRK2 inh,VLA-4 inh
Cc1cc(=O)cc(C)n1-c1ccccc1N,104,80,90,100,100,96,2,8
Cc1ccc(NC(=O)CCC(=O)N2CCN(S(=O)(=O)c3ccc(C)cc3)CC2)cc1,99,102,98,99,91,95,3,0
COc1cccc(CC2(CO)CCN(Cc3cccn3-c3cccnc3)CC2)c1,95,96,93,/,92,94,0,3
C=CCNCCCCOc1ccccc1-c1ccccc1,100,92,100,98,99,95,0,20
COc1cc(NC(=S)NCCCN(C)C)c(OC)cc1NC(=O)c1ccco1,96,92,93,101,98,102,3,0
COC(=O)c1c(C)noc1-c1ccc(Cl)cc1,88,83,102,99,97,97,1,-22
COc1ccccc1NS(=O)(=O)NC(=O)c1c(C)[nH]c2ccccc12,97,88,93,104,96,100,0,0
CCOC(=O)CN1Cc2cccc(C(=O)O)c2C1=O,101,90,100,98,98,94,0,-10
O=C(CS(=O)(=O)Cc1ccccc1)Nc1ccc2c(c1)OCO2,103,96,97,102,106,98,0,1
O=C(COc1ccc(Cl)cc1)NCc1nnc(SCC(=O)N2CCCCCC2)o1,104,89,104,104,107,94,0,-3
Cc1ccc(S(=O)(=O)N2CCN(C(=O)c3ccccc3)CC2)c(C)c1NS(C)(=O)=O,95,83,91,100,98,113,0,0
COCCn1c(Cc2ccccc2)nnc1SCC(=O)N(C)C,99,99,93,97,93,93,0,16
Cc1ccc(NS(=O)(=O)c2ccc(Cl)c(C(=O)O)c2)cc1S(=O)(=O)N1CCOCC1,100,94,103,97,101,92,1,0
CCCCN(CCCC)CC(O)CN(c1cc([N+](=O)[O-])ccc1OC)S(=O)(=O)c1ccccc1 (stereo not drawn),103,89,100,97,104,89,1,-2
CC(=O)Nc1ccc(N2C(=O)CC(Sc3nc(C)cc(C)n3)C2=O)cc1 (stereo not drawn),102,99,108,95,105,84,4,10
CN(C)S(=O)(=O)c1ccc(Cl)c(C(=O)Nc2ccccc2[N+](=O)[O-])c1,118,91,112,115,108,105,0,3
O=C(Nc1ncccc1O)c1c(O)c2ccccc2[nH]c1=O,107,77,104,107,103,98,2,4
CCOC(=O)C1=C(C)N(C)C(=O)NC1c1ccc2c(c1)OCO2 (stereo not drawn),104,106,100,99,105,92,0,-21
Cc1cc(C(=O)CSc2ncccn2)c(C)n1-c1cccc(F)c1,95,112,100,100,103,103,3,18
CCCCCNC(=O)Cc1cc(=O)[nH]c(=O)[nH]1,97,92,108,94,95,108,1,3
O=C(CSc1nnc(Cc2ccccc2)o1)NC1CC2CCC1C2 (stereo not drawn),85,102,89,/,83,91,3,9
O=C(NCCc1ccccc1)C(=O)NCC1OCCN1S(=O)(=O)c1cccs1 (stereo not drawn),113[may fluoresce green],104,108[may fluoresce green],104[may fluoresce green],104[may fluoresce green],98[may fluoresce green],1,-1
O=C(COC(=O)C1CC2CCCC(C1)C2=O)Nc1cccc(F)c1 (stereo not drawn),89,118,96,106,104,97,0,11
COc1cccc(C(C(=O)NC2CCCC2)N(C(=O)c2csnn2)C2CC2)c1 (stereo not drawn),95,98,101,96,97,97,1,-7
N=c1c2c(-c3ccccc3)c(-c3ccccc3)n(Cc3ccco3)c2ncn1CCCO,99,92,97,99,97,97,0,-3
COc1ccc(Cc2nnc(SCc3nc4ccccc4c(=O)[nH]3)o2)cc1,93,98,98,102,97,99,0,-8
Cc1cc(C)c2c(c1)/C(=N/NC(=S)Nc1ccc(F)cc1)CCC2,/,110,96,100,99,80,0,7
CCOC(=O)Nc1ccc(S(=O)(=O)N2CCOCC2)cc1,98,98,105,104,99,96,0,7
Cc1ccc2c(c1)C(c1ccccc1)N(C(=O)CC(C)C)CC(=O)N2 (stereo not drawn),95,69,101,90,100,86,5,1
CCCCCCc1cc2cc(-c3nnc(-c4ccccc4OC)o3)c(=O)oc2cc1O,95,94,226*,71,88,106,3,i
COCCN1Cc2cccc(C(=O)Nc3ccc(C)c(C)c3)c2C1=O,95,89,95,96,97,113,0,-6
O=C(c1cc(-c2ccncc2)nc2ccccc12)N1CCN(c2ccc(N3CCOCC3)nn2)CC1,98,130,102,103,104,101,0,18
CCOC1(C)OCC(=O)[C@]2(CCC3C4CCC5=CC(=O)C=CC5(C)C4C(=O)CC32C)O1 (stereo partly drawn),105,103,99,102,102,89,26,8
Nn1c(SCc2cccc(F)c2)nnc1-c1cccnc1,98,108,103,92,103,114,0,1
CCOC(=O)c1c(C=O)c(C)n(Cc2ccc(Cl)cc2)c1C,92,128,97,/,98,109,0,0
N[C@@H](Cc1ccccc1)C(=O)N1CCC(C(=O)N[C@@H](CCC(=O)O)C(=O)O)CC1,99,103,108,101,106,97,0,16
CCn1cc(Br)c(-c2nc3ccccc3c(=O)n2N)n1,88,92,96,95,95,98,0,1
CC(C)n1cc(CN2CCCC(C(=O)Nc3ccccc3Oc3cccnc3)C2)cn1 (stereo not drawn),99,89,97,99,102,96,0,10
COc1ccc(CCNC(=O)Cn2c(=O)cnc3ccccc32)cc1,102,106,100,102,100,99,2,5
O=[N+]([O-])c1cccc(C(=Nc2ccccc2Cl)NO)c1,113,97,106,105,103,102,1,-14
Nc1ccc(C(=O)N/N=C/c2cn(Cc3ccccc3)c3ccccc23)cc1,90,101,105,96,106,84,0,-1
N#Cc1nc(COc2ccc(F)cc2)oc1N1CCN(Cc2ccccc2)CC1,87,124,92,89,/,90,1,5
O=C(N/C(=C\c1cccs1)C(=O)N1CCOCC1)c1cccs1,109,100,103,117,106,109,1,5
O=C(Cc1cccs1)N1CCN=C1SCc1ccc(F)cc1,94,90,98,101,94,107,0,-6
Cc1cccn2c(CN(C)CC3Cc4ccccc4O3)c(C(=O)N3CCCCC3)nc12 (stereo not drawn),98,82,90,105,94,105,0,4
COc1ccccc1NC(=O)C(CC(C)C)NC(=O)C1CCCCC1 (stereo not drawn),109,104,105,111,111,101,1,8
CC(c1ccccc1)N1C(=O)NC(NC(=O)c2cccnc2)(C(F)(F)F)C1=O (stereo not drawn),100,103,103,102,99,98,1,2
COC(=O)c1cccc(CSc2nc(-c3ccccc3)c(C#N)c(=O)[nH]2)c1,111,103,96,110,114,106,3,5
COc1cc(S(=O)(=O)N2CCCCC2)c(OC)cc1Br,94,95,69,81,93,107,0,8
CC1(C)OC(c2ccccc2)=C/C(=C/C=C2C(=O)c3ccccc3C2=O)O1,95,102,96,102,92,99,4,-187
CCC(C)C(=O)Nc1ccc(OC)cc1[N+](=O)[O-] (stereo not drawn),105,107,100,102,104,101,0,4
COc1cccc(C2CC(=O)Nc3c2c(=O)n(C)c(=O)n3C)c1OC (stereo not drawn),94,97,102,100,98,99,0,28
O=C1CC(c2ccccc2)CN1Cc1ccccc1 (stereo not drawn),92,93,105,106,97,118,0,4
COc1ccc(-c2c(C)nn(-c3ccccc3)c2N)cc1,/,104,97,95,100,97,0,-1
O=C(CSc1nnc(-c2ccc(Cl)cc2)n1-c1ccc(Cl)cc1)N/N=C/c1ccccc1C(=O)O,97,109,99,95,95,92,1,-2
O=C(NCc1cccnc1)C(=O)NCC1CCCO1 (stereo not drawn),103,96,101,100,105,89,0,9
CN(Cc1ccccc1F)c1nc(-c2cccs2)nc2ccccc12,100,117,105,91,106,100,3,16
Clc1ccc2oc(-c3cccnc3)nc2c1,82,98,114,94,96,108,0,3
COC(C(=O)NC1CC1)c1ccccc1 (stereo not drawn),98,102,101,89,97,87,2,9
Cc1oc2c(c1C(=O)Nc1cccc3ccccc13)CCCC2,94,78,95,93,96,99,0,6
# The results go on:
SMILES,CIT2-GFP yeast,Yeast superoxide,MEP2 TOR yeast,AGP1-GFP MLPCN,RPL19A TOR yeast,LAP4 TOR yeast,GRK2 inh,VLA-4 inh
COc1cccc(-c2cc(C(F)(F)F)nc(N3CCCCC3)n2)c1,115,111,103,110,108,102,4,19
CC1Cn2c(nc(=O)c3c2NCN(CCc2ccccc2)C3)S1 (stereo not drawn),121,100,120,125,110,113,0,5
CC(=O)[C@@]12O[C@@H]1C[C@H]1[C@@H]3CC[C@H]4C[C@@H](O)CC[C@]4(C)[C@H]3CC[C@@]12C,89,118,96,92,99,90,1,-9
C[C@H](NC(=O)c1ccco1)C(=O)Nc1ccc(S(=O)(=O)N2CCCC2)cc1,/,101,115,104,101,102,1,4
O=c1nc2ccccc2c2n1CC(CN1CCN(C(c3ccccc3)c3ccccc3)CC1)N2 (stereo not drawn),109,76,114,116,118,108,3,6
O=C(CCc1ccccc1)Nc1ccccc1C(=O)NCc1ccco1,94,94,102,105,102,100,0,30
O=C(c1ccc(Br)o1)N1CCN(C23CC4CC(CC(C4)C2)C3)CC1,106,107,104,110,105,106,1,1
COC(=O)c1cccc(Cn2c(Cl)c(/C=N/Nc3ccccc3C)sc2=O)c1,105,77,95,97,101,94,0,-9
Cc1ccccc1C(=O)c1cccn1CC(=O)NCCCc1ccccc1,99,119,100,99,100,98,3,1
Cc1ccccc1NS(=O)(=O)c1ccc2c3c(cccc13)C(=O)N2C,96,113,100,100,102,103,0,5
O=C(Nc1cccc(Cl)c1)c1cc2c(=O)n3ccccc3nc2s1,93,118,109,83,102,76,0,3
CCN(C(=O)Cn1c(=O)n(-c2cc(OC)c(OC)c(OC)c2)c(=O)c2ccccc21)c1cccc(C)c1,96,104,100,101,96,99,0,-2
Cc1ccccc1C(=O)NCC(=O)OC(C)C(=O)NC(C)CCc1ccccc1 (stereo not drawn),100,89,104,110,103,105,1,41
CN1CCN(c2ccc(S(=O)(=O)N3CCCCC3)cc2NC(=O)/C=C/c2ccc(Cl)c([N+](=O)[O-])c2)CC1,97,104,102,104,99,109,0,12
Oc1ccc(-c2sc(Nc3ccccc3)n[n+]2-c2ccc(F)cc2)cc1,88,93,90,85,96,116,0,-10
CCn1c2ccccc2c2cc(/C=N/O)ccc21,98,83,98,109,97,122,2,-11
Cc1c(N)cccc1-n1cnnn1,99,100,96,101,99,100,1,-1
Cc1c(NC(=O)Cc2cccs2)cccc1[N+](=O)[O-],106,99,101,104,99,100,2,-6
Cc1ccc(NC(=O)CS(=O)CC(=O)N(c2ccccc2)C(C)C(=O)NC2CCCC2)cc1 (stereo not drawn),99,84,97,98,96,97,2,0
O=C(O)c1ccc(CSCc2ccco2)cc1,78,95,97,88,93,106,0,7
